Screening results (PubChem)
mcGAS MS inh: inhibitors of Mus musculus cyclic GMP-AMP synthase, initial high-throughput assay, cell-free, RapidFire MS; hit rate 0.18% among 130,000; recombinant mouse cGAS, cGAMP by RapidFire MS; Q8C6L5; AID 1259397, 2018; inhibition, % at 12.5 µM;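 active = inhibition of cGAS enzyme activity at or above 60%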;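 note: enzyme stimulated by 45 bp dsDNA with ATP and GTP substrates; cGAMP share of summed cGAMP plus half ATP and half GTP signals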
Target sequence (Q8C6L5 whole entry, looked up): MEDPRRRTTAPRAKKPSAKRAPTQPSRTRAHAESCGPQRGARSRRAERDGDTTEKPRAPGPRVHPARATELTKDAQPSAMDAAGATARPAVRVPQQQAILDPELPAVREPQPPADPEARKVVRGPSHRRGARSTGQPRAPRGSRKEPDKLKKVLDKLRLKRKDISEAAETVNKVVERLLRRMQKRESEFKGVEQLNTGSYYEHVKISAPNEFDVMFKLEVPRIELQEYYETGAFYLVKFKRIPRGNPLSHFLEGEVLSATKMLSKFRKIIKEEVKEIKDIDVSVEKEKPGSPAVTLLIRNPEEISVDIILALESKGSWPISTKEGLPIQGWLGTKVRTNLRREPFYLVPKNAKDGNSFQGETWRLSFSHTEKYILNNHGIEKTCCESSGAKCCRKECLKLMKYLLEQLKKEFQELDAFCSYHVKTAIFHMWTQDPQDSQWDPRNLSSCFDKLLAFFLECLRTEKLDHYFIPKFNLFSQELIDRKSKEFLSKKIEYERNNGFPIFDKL
Numbers without * were called inactive; & = joins results of further samples. An excerpt; count on the stated rates, not on these rows.

SMILES	mcGAS MS inh
CCCCN1CCN(c2nc3c(c(=O)[nH]c(=O)n3C)n2Cc2ccc(Cl)cc2Cl)CC1	-6
CCC(CO)(NCc1cc(C#N)ccc1F)c1ccccc1 (configuration not stated)	-7
O=C(CCN1CCC(N2C(=O)Cc3ccccc32)CC1)Nc1nccs1	-12
CC1Oc2ccccc2C=C1/C=N\Nc1nc2ccccc2[nH]1 (configuration not stated)	-5
O=C(Nc1nc(-c2cccs2)cs1)C1Cc2ccccc2S1 (configuration not stated)	2
COC(=O)c1ccc(Nc2nnc(Cc3ccc(C)cc3)c(=O)[nH]2)cc1	-6
CCOC(=O)Cn1nnc2sc3c(c2c1=O)CCC(C)C3 (configuration not stated)	9
Clc1cccc2ccc(CN3CCn4cncc4C3)nc12	0
Cc1cc(O)cc(=O)n1CC(=O)OC1CCN(c2ccc(Cl)cn2)CC1	2
OC(c1cccc(F)c1)c1ncc(-c2ccc(C(F)(F)F)cc2)[nH]1 (configuration not stated)	-8
CCCN1C(=O)/C(=N\OCC(=O)N2CCC(C)CC2)c2ccccc21	-5
O=S(=O)(Cc1ccccc1)N1CCCC1c1ccccn1 (configuration not stated)	-22
O=C(CCC(=O)N1CCCC(O)(CO)C1)c1ccccc1 (configuration not stated)	-21
Cc1ccc(C(=O)CC2(O)C(=O)Nc3ccc(Cl)cc32)cc1 (configuration not stated)	-3
CC(=O)N1CCN(C(=O)C2(C)CCN2Cc2ccccc2OC(F)F)CC1 (configuration not stated)	-6
CC1CN(C)c2ccccc2N(C(=O)c2cc(C(N)=O)cs2)C1 (configuration not stated)	-13
CC(C)c1nc(N(C)S(C)(=O)=O)nc(-c2ccc(F)cc2)c1/C=C/[C@@H](O)C[C@@H](O)CC(=O)O	-10&3
Clc1ccccc1N=c1oc2ccccc2cc1-c1nc2ccccc2[nH]1	-9
Cn1cccc1C1CCCCCN1C(=O)c1ccc(NC2CC2)nc1 (configuration not stated)	-17
CC(NC(N)=O)C1CC2CCC1C2 (configuration not stated)	-22
O=C(CSc1ncnc2sccc12)N(C1CCCCC1)C1CCS(=O)(=O)C1 (configuration not stated)	-8
C=C(C)Cn1c(=O)c2c(nc3n(Cc4ccco4)c(C)cn23)n(C)c1=O	-10
CC(CS(=O)(=O)c1nc2ccccc2s1)N1CCC2(CC1)OCCO2 (configuration not stated)	-3
N#Cc1c2c(c3c(c1NC(=O)CSc1ncccn1)CCCC3)CCCC2	-3
CCC1CCCCN1C(=O)c1cc(OC)ccc1O (configuration not stated)	-3
Cc1ccc(CN2CCC(CN(C)Cc3cccc4c3OCO4)CC2)o1	-10
Cc1noc(C)c1S(=O)(=O)N1CCc2onc(-c3cccc(F)c3)c2C1	-3
CN(Cc1ccc(Cl)c(Cl)c1)C(=O)CCN=C1NS(=O)(=O)c2ccccc21	4
CC(=O)c1cccc(OCc2cc(C(=O)N(C)C(C)c3ccncn3)no2)c1 (configuration not stated)	-11
COc1cc(Cl)cc(C(=O)N2CC3(CCNCC3)CC2C(=O)O)c1 (configuration not stated)	-13

Laid out differently: entries from further up.
compound,mcGAS MS inh
C=C(C)Cn1c(=O)c2c(nc3n(Cc4ccco4)c(C)cn23)n(C)c1=O,-10
O=C(CSc1ncnc2sccc12)N(C1CCCCC1)C1CCS(=O)(=O)C1 (configuration not stated),-8
CC(CS(=O)(=O)c1nc2ccccc2s1)N1CCC2(CC1)OCCO2 (configuration not stated),-3
Cc1noc(C)c1S(=O)(=O)N1CCc2onc(-c3cccc(F)c3)c2C1,-3
N#Cc1c2c(c3c(c1NC(=O)CSc1ncccn1)CCCC3)CCCC2,-3
CCC1CCCCN1C(=O)c1cc(OC)ccc1O (configuration not stated),-3
Cc1ccc(CN2CCC(CN(C)Cc3cccc4c3OCO4)CC2)o1,-10

(further entries)
SMILES	mcGAS MS inh
CCCN1C(=O)C(=Cc2c(NCCCO)nc3ccccn3c2=O)SC1=S	-15
CSCC(C)C(=O)N1CCC(NC2CC2)CC1 (configuration not stated)	-5
COc1cccc2sc(NS(=O)(=O)Cc3cccc(F)c3)nc12	-2
CCc1nn2c(N)c(C=C3C=CC(=O)C=C3)c(=O)nc2s1	89*
CCCn1c(C)c(C)n2c3c(=O)n(CC(C)=O)c(=O)n(C)c3nc12	-2
O=C(Nc1ccccc1)c1c2c(nn1C1CCS(=O)(=O)C1)CCC2 (configuration not stated)	-8
Cc1cc(C(C)(C)C)cc(C)c1S(=O)(=O)Nc1c(C)nn(C)c1-n1cncn1	5
Cc1ccc(-n2c(SCC(=O)Nc3nccs3)nc3c(c2=O)SCC3)cc1	-7
NC(=O)Cn1c(CSc2ncc(-c3ccccc3)n2C2CC2)nc2ccccc2c1=O	-1
CN(C)Cc1nc(Cl)c2c3c(sc2n1)CCCCC3	-5
CN(CCCc1cnn(C)c1)c1nc(-c2cccnc2)nc2c1cnn2C	-18
N#Cc1cnc(SCc2cccc([N+](=O)[O-])c2)nc1N	-4
O=[N+]([O-])c1ccccc1SN=C1N=C2C=CC(Br)=CN2Cc2ccccc21	48
COc1ccc(C(=O)N2CCC(Nc3cccnn3)CC2)cn1	-6
Cc1ccc(C)c(NC(=O)Nc2ccc(S(C)(=O)=O)cc2)c1	-3
CC(C)C[C@@H](N)C(=O)N1CC(Oc2ccccc2F)C1	-3
Cc1nccc(C(=O)Nc2ccccc2OCCc2ccccc2)n1	-42
O=C(c1cccs1)N1N=C(c2cccs2)CC1c1cccs1 (configuration not stated)	2
CC(NC(=O)Cn1ccc(=O)[nH]c1=O)c1cccc(-n2cccn2)c1 (configuration not stated)	3
CC(=O)OC12CC3CC(C1)CC(C(=O)N1CCN4CCNC(=O)C4C1)(C3)C2 (configuration not stated)	-2

mcGAS MS inh, what is marked active above
SMILES	mcGAS MS inh
CCc1nn2c(N)c(C=C3C=CC(=O)C=C3)c(=O)nc2s1	89*

Other records
SMILES	mcGAS MS inh
CCOC(=O)c1c(NC(=O)c2ccc(Oc3ccc(Cl)cc3)c([N+](=O)[O-])c2)sc2c1CCCC2	16
CNC(=O)NC(=O)C(C)Sc1nc(C(C)C)n(-c2ccccc2)n1 (configuration not stated)	-7
CC1(C(=O)NS(=O)(=O)c2ccccc2)CCN1C(=O)Cc1ccccc1 (configuration not stated)	-10
CC(C)c1noc(OCCCc2cnn(C)c2)n1	1
CC(C)=CC1C(C(=O)NN2CC(=O)NC2=O)C1(C)C (configuration not stated)	-1
CCOc1ccccc1NC1=NC2CS(=O)(=O)CC2S1 (configuration not stated)	14
COc1cc(C=Nn2cn[nH]c2=S)cc(Br)c1O	7
Clc1cccc2c3c([nH]c12)CCN(Cc1cc2n(n1)CCNC2)C3	-8
Cn1ncnc1-c1ccnc(NCCCc2ccncc2)n1	-5
Brc1ccc(C2=Nc3nnnn3C(c3ccccc3)C2)cc1 (configuration not stated)	-10&-6
Cc1cc(C2CCCN2Cc2nc3ccsc3c(=O)[nH]2)no1 (configuration not stated)	-4
CCCCN(C)CC1CCN(C(=O)c2cccc(CC#N)c2)CC1	-4
COc1cc(-c2ccc(/C=c3\sc4nc5cccnc5n4c3=O)o2)c(OC)cc1Cl	-25
CC(C1CC2CCC1C2)N1CC(=O)C(c2nc3ccccc3[nH]2)C1=N (configuration not stated)	-6
CC1(C)ON=C(c2ccc3c(c2)OCO3)N(Cc2ccc3c(c2)OCO3)C1=O	-10
O=C(NC1CCc2[nH]c3ccccc3c2C1)c1ccc(SC(F)(F)F)cc1 (configuration not stated)	-10
COc1ccc(SCCN(C)C)cc1	-10
CC(C)CS(=O)(=O)c1ncc(CN2CCC(O)CC2)n1Cc1ccccc1	6
COc1ccc(C2=NC(=Cc3ccc(OCc4csc(C)n4)c(OC)c3)C(=O)O2)cc1OC	-10
O=C(NCCc1ccccc1)c1cccc(OC2CCN(Cc3nccs3)CC2)c1	3

3 entries drawn at random from the list so far:
SMILES	mcGAS MS inh
COc1ccc(SCCN(C)C)cc1	-10
CC(C1CC2CCC1C2)N1CC(=O)C(c2nc3ccccc3[nH]2)C1=N (configuration not stated)	-6
O=C(NCCc1ccccc1)c1cccc(OC2CCN(Cc3nccs3)CC2)c1	3

Remaining list, next part.
SMILES	mcGAS MS inh
COc1cc(NC(=O)c2cc(Cl)c3c(c2)OCO3)c(OC)cc1Cl	-6
CNC(=O)NC(=O)CSc1nc2sc3c(c2c(=O)n1C)CCCC3	-20
CC(C)=CC(=O)N1CCCC(N2CCN(c3cccc(Cl)c3)CC2)C1 (configuration not stated)	-2
Cc1nn(C)cc1/C=N\NC(=O)c1cc(Cl)ccc1Cl	-5
O=C1CCCN1CCCC(=O)N1CCOC(CC2CCCCC2)C1 (configuration not stated)	-6
CC1=C(C(=O)Nc2ccc(F)cc2)C(c2cccc(C)c2)n2nc(CCCO)nc2N1 (configuration not stated)	-5
CCOC(=O)C1=C(C)NC(=O)NC1c1c(Cl)nc2ccccn2c1=O (configuration not stated)	-3
CCOC(CNC(=O)c1nn(-c2ccccc2C)c(=O)cc1OC)OCC	-31
COc1cc(C)c(-c2c(-c3ccccc3)ncn2CC2COCCO2)cc1C (configuration not stated)	-7&9
Cc1ccccc1CC1(CO)CCCN(c2nccc(N)n2)C1 (configuration not stated)	-24
CC(=O)c1ccc(NC(=O)c2[nH]c(C)c(C(C)=O)c2C)cc1	-5
O=C(Nc1cccc2cnccc12)N1CCC(OCc2ccccc2)CC1	-3
COc1cc(-c2nnc(SCCCC#N)o2)cc(OC)c1OC	-7
COc1cc(C=C2C=c3c(O)cccc3=C2O)cc(Cl)c1O	19
O=C(NCc1ccccc1Cl)c1ccccc1N1CCCC1=O	-3
CCN(C(=O)c1cccc(F)c1F)[C@@H]1CCN(C(=O)c2cccs2)C[C@H]1O	-8
CN(C)C1(CNC(=S)NC2CCCCC2)CCCCC1	-5
CC(SCc1cc(=O)n2c([nH]c3ccccc32)c1C#N)C(=O)O (configuration not stated)	32
CCCC(=O)Nc1oc2c(C)cccc2c(=O)c1-c1ccc(OC)cc1	-3
Cc1ccc(-n2ccnc2-c2ccncc2)cc1O	-5
O=C1CCNc2c(Br)cc(Br)cc2N1	-5
COc1cc2oc3ccccc3[nH]c2c2c(=O)c3ccccc3c(=O)c12	3
C=CCNc1nnc(SCC(=O)NC2CCS(=O)(=O)C2)s1 (configuration not stated)	-10
Cc1[nH]c(=S)sc1CC(=O)N(Cc1ccccc1Br)C1CC1	-2
CN(CCCOc1ccccc1)C(=O)C1CNC(=O)N1 (configuration not stated)	-6
Cc1ccccc1OCC(=O)Nc1ccc(-n2ccnc2)cc1C(F)(F)F	-28
CC(=O)c1c(C)oc2ccc(N(C(C)=O)S(=O)(=O)c3ccc(C(C)(C)C)cc3)cc12	-5
N#CC(=Cc1ccc2c(c1)OCO2)c1nc2cc(C(F)(F)F)ccc2s1	-5
O=C(CSc1nnc(-c2ccccc2)n1-c1ccccc1)N/N=C\C(Cl)=C\c1ccccc1	-13
CCCC(C)NC(=O)c1cc(Cl)c[nH]1 (configuration not stated)	-7
Cc1ccc(-c2n[nH]c(=S)n2CC(=O)N2CCOCC2)cc1	-5
CCn1c(CC2CCN(Cc3cnc(-c4ccco4)nc3)CC2)n[nH]c1=O	-16
CC(O)CC(Sc1ncccc1Cl)C(=O)O (configuration not stated)	-4
CCNC(=O)c1ccc(Cl)cc1NC(=O)c1ccc(F)cc1	-4
Cc1ccccc1C(CNC(=O)c1cnn2ccn(C)c12)N(C)C (configuration not stated)	-14
CN(C)c1ccc(C(=O)N2CCCC(c3nccs3)C2)cc1F (configuration not stated)	-2
COc1ccc(Cl)cc1NC(=O)CCC1CCCN(C(=O)CCc2scnc2C)C1 (configuration not stated)	-12
CC(=O)Nc1ccc(C)c(S(=O)(=O)N2CCCN(Cc3ccc(C(F)(F)F)cc3)CC2)c1	-10
COc1cccc(N2CCN(c3nc(C)c4c(n3)CC(C)CC4=O)CC2)c1 (configuration not stated)	2
CC[n+]1ccc(C)c2cc(P(=O)(c3ccccc3)c3ccccc3)ccc21	-32
CS(=O)(=O)NCCn1ccc2ccccc21	-6
Cc1ccc(C(NC(=O)c2cc(C)no2)C(F)(F)F)cc1 (configuration not stated)	-10
O=C(Nc1ccc(S(=O)(=O)N2CCCC2)cc1)C1=NN(c2ccccc2)C(=O)CC1	0
CC(NC(=O)Cn1cnc2sccc2c1=O)c1ccco1 (configuration not stated)	-11
Cn1ccnc1COc1ccc(/C=C2/C(=O)Nc3cc(Cl)ccc32)cc1	4
CC1=C(C(=O)Nc2ccccc2)C(c2c(F)cccc2F)N(C)C(=O)N1C (configuration not stated)	9
O=C(Cn1cnc2ncccc2c1=O)Nc1ccc(F)c(F)c1	-3
C=CC[C@@H]1CC=C[C@@H](C)N1C(=O)Cc1c(C)nc(C)[nH]c1=O	-14
O=C(CCc1ccncc1)N1CCC2(CCCN(Cc3ccc(F)c(F)c3)C2)C1 (configuration not stated)	-8
Cc1cc(Cn2ccc3ccn(Cc4ccccc4)c3c2=O)no1	-14
Continuation.
SMILES	mcGAS MS inh
CCCCC(=O)Nc1ccc(C)cc1NC(=O)c1cc2ccccn2n1	4
CCCCc1noc(Cn2ccsc2=O)n1	-2
CS(=O)(=O)Nc1cccc2c1CCCN2CCOc1ccccc1F	10
C=c1ccc(S(=O)(=O)N2CCCC2)cc1=c1nnc2n1NC(C)=c1ccccc1=2	1
CN(C)c1ccc(C2C3C(=O)CCCC3=Nc3ncnn32)cc1 (configuration not stated)	-17
CC(C)(C)c1nn2cnnc2n(/N=C\c2cccc3ccccc23)c1=O	-6
O=C(C=Cc1ccco1)Nc1sc2c(c1C(=O)O)CCCC2	-1

5 compounds out of the list, sorted by length of the SMILES, high to low.
SMILES	mcGAS MS inh
C=c1ccc(S(=O)(=O)N2CCCC2)cc1=c1nnc2n1NC(C)=c1ccccc1=2	1
CC(C)(C)c1nn2cnnc2n(/N=C\c2cccc3ccccc23)c1=O	-6
CCCCC(=O)Nc1ccc(C)cc1NC(=O)c1cc2ccccn2n1	4
Cc1cc(Cn2ccc3ccn(Cc4ccccc4)c3c2=O)no1	-14
CCCCc1noc(Cn2ccsc2=O)n1	-2
